Assay outcomes deposited in PubChem BioAssay by several laboratories.
Pf gametocyte: late stage P. falciparum gametocyte viability inhibitors, primary screen, ATP luminescence, HTS | P. falciparum stage V gametocytes, 24 h | AID 743093, 2013 | 150,000 tested, 0.065% active | inhibition, % at 10.9 µM;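 active = inhibition above the mean plus 3 SD of compounds within the control limits, set per campaign, cut at about 38% in these data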;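 also: 0% = DMSO wells and 100% = medium only without gametocytes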
Avidin bead fluor: green autofluorescence of compounds with avidin beads – biophysical, 488/530 nm, flow cytometry, artefact control, profiling panel. compound fluorescence 488/530 nm; hits give high values. fluorescence (KMESF) at 10 µM. 220,000 tested, 0.38% active. AID 1775, 2009; in the data active = fluorescence above about 47; also: inactives centre near 10
Rab7 wt modul: modulators of GTP binding to Rab7, primary screen, biochemical, wildtype, multiplex bead flow cytometry. Rab7 GTPase wild type (dog), Bodipy-FL-GTP binding. GST-Rab7 beads, fluorescent GTP binding; actives lie on both sides; untreated = 100%, excess cold GTP = 0%. GTP binding activity (percent of control), % at 10 µM. 190,000 tested, 0.055% active. AID 758, 2007;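 active = fluorescent GTP binding to Rab7 beads changed by at least 20 points from the 100% baseline, either direction, mostly lower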;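 also: median green fluorescence of bound Bodipy-FL-GTP per Rab7 bead population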
ABCG2 block: ABCG2 efflux pump inhibitors, primary screen, multiplex with ABCB1, IgMXP3 cells, flow cytometry; JC-1 efflux; inhibition, % at 6.6 µM; 190,000 tested, 0.1% active; AID 1325, 2008;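 active = inhibition above 80%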;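 also: 0% = DMSO and 100% = nicardipine control wells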
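System: two drug-resistant human cell lines, ABCG2 and ABCB1; controls: nicardipine high and DMSO low controls; times: 10 min exposure at 25 °C with rotation, no wash; detection: flow cytometry of retained JC-1 fluorescence; read-out basis: percent efflux inhibition, scaled nicardipine 100% to DMSO 0%; doses: one concentration, 6.6 µM final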
Mcl1-Noxa inh: Mcl-1/Noxa binding inhibitors, primary screen, biochemical, TR-FRET, 1536-well; Induced myeloid leukemia cell differentiation protein Mcl-1 (Homo sapiens), Q07820; TR-FRET Mcl-1/Noxa peptide binding, 2 h; inhibition, % at 21.7 µM; 220,000 tested, 1.5% active; AID 1022, 2008;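 active = compounds that cut the protein-peptide binding signal by more than 50% relative to plate controls in a single-dose test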;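 also: His-tagged Mcl-1 with rhodamine Noxa BH3 peptide and terbium anti-His antibody; 0% = Mcl-1 plus Noxa peptide wells and 100% = peptide-only wells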
Target sequence (Q07820 whole entry, looked up): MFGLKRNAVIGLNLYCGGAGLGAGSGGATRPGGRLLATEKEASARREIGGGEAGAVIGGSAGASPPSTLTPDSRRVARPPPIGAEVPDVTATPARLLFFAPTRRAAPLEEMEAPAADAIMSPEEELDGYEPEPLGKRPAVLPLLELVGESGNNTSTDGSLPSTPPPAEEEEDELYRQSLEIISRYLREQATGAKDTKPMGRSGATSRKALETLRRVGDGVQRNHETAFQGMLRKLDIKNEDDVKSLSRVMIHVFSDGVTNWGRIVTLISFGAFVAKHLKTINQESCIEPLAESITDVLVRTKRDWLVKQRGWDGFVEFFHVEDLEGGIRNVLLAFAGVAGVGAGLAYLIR
HRas wt GTP: modulators of GTP binding to HRas wildtype, primary screen, biochemical, bead-based flow cytometry, multiplex; GTP binding activity, % at 10 µM; AID 759, 2007; GTPase HRas (Homo sapiens), P01112; 190,000 tested, 0.14% active; GST-Ras wt beads, Bodipy-FL-GTP binding; actives lie on both sides;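 active = GTP binding activity at least 20% away from the 100% baseline, either lowered as inhibitor or raised as activator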;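 also: 0% = unlabeled GTP competition control and 100% = no-compound control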
Target sequence (P01112 whole entry, looked up): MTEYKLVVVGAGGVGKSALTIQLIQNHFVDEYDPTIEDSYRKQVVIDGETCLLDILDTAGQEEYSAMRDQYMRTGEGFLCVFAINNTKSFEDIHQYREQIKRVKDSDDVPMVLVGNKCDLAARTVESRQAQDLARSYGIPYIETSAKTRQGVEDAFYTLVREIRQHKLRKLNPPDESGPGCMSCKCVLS
Rac1 wt GTP bind: wildtype Rac1 GTP binding modulators, primary screen, biochemical, GST-Rac1 beads, flow cytometry, multiplex. Ras-related C3 botulinum toxin substrate 1 (Homo sapiens), P63000. fluorescent GTP binding; actives lie on both sides; 0 = cold GTP competed, 100 = untreated. GTP binding activity (% of control), % at 10 µM. 190,000 tested, 0.27% active. AID 757, 2007;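 active = GTP binding activity at least 20 points away from the 100% control level, either lower or higher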
Rac1 act GTP bind: GTP binding modulators of activated mutant Rac1, primary screen, biochemical, bead-based flow cytometry, multiplex, fluorescent GTP. Ras-related C3 botulinum toxin substrate 1 (Homo sapiens), P63000. GST-Rac1 activated beads; actives lie on both sides; 100% means binding = to untreated wells. percent activity (GTP binding), % at 10 µM. 190,000 tested, 0.11% active;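 active = GTP binding at least 20 percentage points away from the 100% baseline, in either direction, so actives lie on both sides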
Cdc42 wt: modulators of GTP binding to wildtype Cdc42, primary screen, biochemical, multiplex bead flow cytometry, Bodipy-GTP. 190,000 tested, 0.2% active. percent activity (GTP binding), % at 10 µM. GST-Cdc42 beads; actives lie on both sides. Cell division control protein 42 homolog (Homo sapiens), P60953. AID 761, 2007;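 active = percent activity GTP binding at least 20 points away from the 100% baseline, either down as inhibitor or up as activator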;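 also: median bead fluorescence of bound Bodipy-FL-GTP at 100 nM; 0% = excess unlabeled GTP control and 100% = no compound control; below 100% means less GTP binding so inhibitor and above means activator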
Target sequence (P60953 whole entry, looked up): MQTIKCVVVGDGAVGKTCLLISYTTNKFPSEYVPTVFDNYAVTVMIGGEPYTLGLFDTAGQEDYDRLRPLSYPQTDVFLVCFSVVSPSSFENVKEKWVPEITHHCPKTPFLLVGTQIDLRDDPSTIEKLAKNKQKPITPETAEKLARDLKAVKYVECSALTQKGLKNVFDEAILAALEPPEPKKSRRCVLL
ABCB1 inh: ABCB1 efflux pump inhibitors, primary screen, cell-based, multiplex, flow cytometry, ABCG2 counter-screen | CCRF-Adr cells, JC-1 efflux | inhibition, % at 6.6 µM | 190,000 tested, 0.067% active | AID 1326, 2008; in the data active = inhibition above about 40%;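 also: 0% = vehicle and 100% = reference inhibitor; higher value means more JC-1 retained so stronger ABCB1 efflux block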
Rab2A wt mod: modulators of GTP binding to Rab2A wildtype, primary screen, biochemical, dog, bead-based flow cytometry, multiplex. Ras-related protein Rab-2A (Canis lupus familiaris), P61105. GST-Rab2 wt beads, Bodipy-GTP binding. GTP binding activity, % at 10 µM. 190,000 tested, 0.19% active;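 active = GTP binding activity at least 20 points away from 100%, either lowered or raised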;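 also: 0% = beads with excess unlabeled GTP and 100% = no-compound control corrected for plate trend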
Starred values were filed as active, the others as inactive.

What do the screens show for `O=C(NCCCc1ccccc1)Nc1ccccc1`?
Pf gametocyte: 12; Avidin bead fluor: 14; Rab7 wt modul: 100; ABCG2 block: 12; Mcl1-Noxa inh: 1; HRas wt GTP: 103; Rac1 wt GTP bind: 101; Rac1 act GTP bind: 100; Cdc42 wt: 101; ABCB1 inh: 0.4; Rab2A wt mod: 102

What do the screens show for `Cc1cc(=O)[nH]c(SCC(=O)NNC(=O)Cc2ccccc2)n1`?
Pf gametocyte: 14; Avidin bead fluor: 9; Rab7 wt modul: 95; ABCG2 block: 1; Mcl1-Noxa inh: -11; HRas wt GTP: 95; Rac1 wt GTP bind: 97; Rac1 act GTP bind: 98; Cdc42 wt: 99; ABCB1 inh: 0.3; Rab2A wt mod: 97

How did COCc1nnc(NC(=O)CSc2ccccc2)s1 do in these assays?
Pf gametocyte: 1; Avidin bead fluor: 14; Rab7 wt modul: 102; ABCG2 block: 13; Mcl1-Noxa inh: -14; HRas wt GTP: 105; Rac1 wt GTP bind: 110; Rac1 act GTP bind: 104; Cdc42 wt: 104; ABCB1 inh: 0.4; Rab2A wt mod: 102

How did CCOC(=O)C1CCCN(c2c(NCCCN(C)c3ccccc3)c(=O)c2=O)C1 (centres undefined) do in these assays?
Avidin bead fluor: 7; Rab7 wt modul: 101; ABCG2 block: 4; Mcl1-Noxa inh: 20; HRas wt GTP: 100; Rac1 wt GTP bind: 105; Rac1 act GTP bind: 96; Cdc42 wt: 101; ABCB1 inh: -0.1; Rab2A wt mod: 99

How did Cc1ccc(NS(=O)(=O)c2cc(C(=O)N3CCCC3)ccc2C)cc1C do in these assays?
Pf gametocyte: 7; Avidin bead fluor: 10; Rab7 wt modul: 106; ABCG2 block: 2; Mcl1-Noxa inh: 2; HRas wt GTP: 101; Rac1 wt GTP bind: 104; Rac1 act GTP bind: 96; Cdc42 wt: 101; ABCB1 inh: 0.7; Rab2A wt mod: 102

Results for CC(CN1C(C)CCCC1C)OC(=O)c1ccc(Cl)cc1Cl (centres undefined) ?
Pf gametocyte: 26; Avidin bead fluor: 12; Rab7 wt modul: 104; ABCG2 block: 0; Mcl1-Noxa inh: 12; HRas wt GTP: 99; Rac1 wt GTP bind: 98; Rac1 act GTP bind: 96; Cdc42 wt: 95; ABCB1 inh: 0.2; Rab2A wt mod: 100

How did CN(C)CCCN(C(=O)c1cccs1)c1nc2cc3c(cc2s1)OCO3 do in these assays?
Pf gametocyte: 15; Avidin bead fluor: 10; Rab7 wt modul: 99; ABCG2 block: 1; Mcl1-Noxa inh: 4; HRas wt GTP: 100; Rac1 wt GTP bind: 105; Rac1 act GTP bind: 97; Cdc42 wt: 104; ABCB1 inh: 0.1; Rab2A wt mod: 97

How did O=C1c2sc3nc4c(c(=O)n3c2C(=O)N1c1ccccc1)CCC4 do in these assays?
Avidin bead fluor: 33; Rab7 wt modul: 97; ABCG2 block: 1; Mcl1-Noxa inh: 14; HRas wt GTP: 99; Rac1 wt GTP bind: 101; Rac1 act GTP bind: 98; Cdc42 wt: 100; ABCB1 inh: 0.0; Rab2A wt mod: 100

What do the screens show for `CC(=O)Nc1cccc(-c2csc(Nc3ncccn3)n2)c1`?
Avidin bead fluor: 7; Rab7 wt modul: 94; ABCG2 block: 9; Mcl1-Noxa inh: 29; HRas wt GTP: 97; Rac1 wt GTP bind: 101; Rac1 act GTP bind: 97; Cdc42 wt: 102; ABCB1 inh: 0.4; Rab2A wt mod: 98

Results for Cc1ccc(NC(=O)Cn2c(-c3ccc(F)cc3)cnc2SCC(=O)Nc2c(C)cccc2C)cc1 ?
Avidin bead fluor: 15; Rab7 wt modul: 99; ABCG2 block: 1; Mcl1-Noxa inh: 7; HRas wt GTP: 101; Rac1 wt GTP bind: 103; Rac1 act GTP bind: 102; Cdc42 wt: 106; ABCB1 inh: 0.2; Rab2A wt mod: 102

What do the screens show for `Cc1ccc(-n2ncc(N(C)C)c(Cl)c2=O)cc1`?
Pf gametocyte: -5; Avidin bead fluor: 8; Rab7 wt modul: 100; ABCG2 block: 2; Mcl1-Noxa inh: -7; HRas wt GTP: 103; Rac1 wt GTP bind: 104; Rac1 act GTP bind: 101; Cdc42 wt: 107; ABCB1 inh: 0.3; Rab2A wt mod: 103

What do the screens show for `CCCC(=O)c1c(NC)cc(C)oc1=O`?
Pf gametocyte: 20; Avidin bead fluor: 19; Rab7 wt modul: 104; ABCG2 block: 2; Mcl1-Noxa inh: 17; HRas wt GTP: 105; Rac1 wt GTP bind: 110; Rac1 act GTP bind: 102; Cdc42 wt: 109; ABCB1 inh: 0.5; Rab2A wt mod: 103

What do the screens show for `OCCNCCCCCOc1ccc(F)cc1`?
Avidin bead fluor: 15; Rab7 wt modul: 98; ABCG2 block: 1; Mcl1-Noxa inh: -2; HRas wt GTP: 103; Rac1 wt GTP bind: 113; Rac1 act GTP bind: 103; Cdc42 wt: 109; ABCB1 inh: 0.5; Rab2A wt mod: 101

What do the screens show for `CCOC(=O)C1=C(O)C(=O)N(Cc2ccc(C(C)(C)C)cc2)CC1`?
Pf gametocyte: 14; Avidin bead fluor: 4; Rab7 wt modul: 92; ABCG2 block: -1; Mcl1-Noxa inh: 15; HRas wt GTP: 93; Rac1 wt GTP bind: 92; Rac1 act GTP bind: 91; Cdc42 wt: 92; ABCB1 inh: 0.0; Rab2A wt mod: 92

Results for COCCCNCC(=O)c1c(N)n(Cc2ccccc2)c(=O)n(C)c1=O ?
Avidin bead fluor: 6; Rab7 wt modul: 101; ABCG2 block: 2; Mcl1-Noxa inh: 37; HRas wt GTP: 100; Rac1 wt GTP bind: 100; Rac1 act GTP bind: 97; Cdc42 wt: 100; ABCB1 inh: 0.1; Rab2A wt mod: 97

What do the screens show for `COc1ccc(CN(CCC(c2ccc(F)cc2)C2CCOC(C)(C)C2)C(=O)c2ccco2)cc1` (centres undefined)?
Pf gametocyte: 11; Avidin bead fluor: 6; Rab7 wt modul: 97; ABCG2 block: 15; Mcl1-Noxa inh: -11; HRas wt GTP: 99; Rac1 wt GTP bind: 102; Rac1 act GTP bind: 98; Cdc42 wt: 91; ABCB1 inh: 24; Rab2A wt mod: 95

How did Cc1ccc(S(=O)(=O)NCCCC(=O)C=[N+]=[N-])cc1 do in these assays?
Pf gametocyte: -4; Avidin bead fluor: 4; Rab7 wt modul: 103; ABCG2 block: 0; Mcl1-Noxa inh: 6; HRas wt GTP: 102; Rac1 wt GTP bind: 106; Rac1 act GTP bind: 99; Cdc42 wt: 103; ABCB1 inh: 0.6; Rab2A wt mod: 102

What do the screens show for `Cc1cccc(NC(=O)CCN2C(=O)C3C4CCC(C4)C3C2=O)c1C` (centres undefined)?
Avidin bead fluor: 13; Rab7 wt modul: 101; ABCG2 block: 0; Mcl1-Noxa inh: -17; HRas wt GTP: 106; Rac1 wt GTP bind: 107; Rac1 act GTP bind: 104; Cdc42 wt: 106; ABCB1 inh: -0.1; Rab2A wt mod: 105

What do the screens show for `COc1cccc(NC(=O)COC(=O)c2c(F)cccc2F)c1`?
Pf gametocyte: -18; Avidin bead fluor: 13; Rab7 wt modul: 95; ABCG2 block: 14; Mcl1-Noxa inh: 7; HRas wt GTP: 99; Rac1 wt GTP bind: 101; Rac1 act GTP bind: 96; Cdc42 wt: 96; ABCB1 inh: 0.2; Rab2A wt mod: 99

Results for COc1cc(CNCCCN2CCOCC2)ccc1OCC(=O)Nc1cccc(C(F)(F)F)c1 ?
Avidin bead fluor: 15; Rab7 wt modul: 97; ABCG2 block: 5; Mcl1-Noxa inh: 22; HRas wt GTP: 99; Rac1 wt GTP bind: 103; Rac1 act GTP bind: 97; Cdc42 wt: 99; ABCB1 inh: 3.3; Rab2A wt mod: 101

Results for COC(=O)C(Cc1ccccc1)NC(=O)CNS(=O)(=O)c1ccc(Br)cc1 (centres undefined) ?
Avidin bead fluor: 10; Rab7 wt modul: 105; ABCG2 block: 2; Mcl1-Noxa inh: 7; HRas wt GTP: 99; Rac1 wt GTP bind: 98; Rac1 act GTP bind: 96; Cdc42 wt: 100; ABCB1 inh: 0.7; Rab2A wt mod: 98

How did Cc1nn(C)c(-c2n[nH]c(=S)n2Cc2ccco2)c1Cl do in these assays?
Pf gametocyte: -15; Avidin bead fluor: 5; Rab7 wt modul: 97; ABCG2 block: -4; Mcl1-Noxa inh: 24; HRas wt GTP: 100; Rac1 wt GTP bind: 103; Rac1 act GTP bind: 99; Cdc42 wt: 100; ABCB1 inh: -0.8; Rab2A wt mod: 101

Results for CS(=O)(=O)N(CC(=O)NCc1cccnc1)Cc1ccc(Cl)cc1 ?
Avidin bead fluor: 4; Rab7 wt modul: 101; ABCG2 block: -1; Mcl1-Noxa inh: 15; HRas wt GTP: 97; Rac1 wt GTP bind: 99; Rac1 act GTP bind: 95; Cdc42 wt: 98; ABCB1 inh: 0.0; Rab2A wt mod: 100

What do the screens show for `Cc1ccccc1NC(=O)c1cc(S(=O)(=O)N2CCOCC2)ccc1F`?
Avidin bead fluor: 14; Rab7 wt modul: 98; ABCG2 block: 1; Mcl1-Noxa inh: -1; HRas wt GTP: 99; Rac1 wt GTP bind: 97; Rac1 act GTP bind: 100; Cdc42 wt: 100; ABCB1 inh: 0.2; Rab2A wt mod: 100

What do the screens show for `CCOC(=O)c1nnc2c(Br)c(-c3ccccc3)nn2c1C`?
Avidin bead fluor: 6; Rab7 wt modul: 100; ABCG2 block: 0; Mcl1-Noxa inh: -7; HRas wt GTP: 97; Rac1 wt GTP bind: 98; Rac1 act GTP bind: 97; Cdc42 wt: 98; ABCB1 inh: -0.2; Rab2A wt mod: 97
